Compound activity (PubChem BioAssay)
CYP2C19 act: activators of human cytochrome P450 2C19. P33261. recombinant CYP2C19, luciferin-H EGE luminescence; stronger effect = higher value; 0 = fully inhibited enzyme, 1 = untreated enzyme. activation factor at 5 µM. 96,000 tested, under 10 active. AID 1025;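 active = activation factor of at least 2 at 5 µM in the primary screen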;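 also: 0 = wells with 2.5 mM tranylcypromine and 1 = vehicle-only wells; values of inactives mirror those of a sister screen read the other way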
PLAP activator: activators of human placental alkaline phosphatase. P05187. purified PLAP enzyme, luminescent substrate read-out; stronger effect = higher value. activation fold at 20 µM. 1.2% of 96,000 active. AID 696; in the data active = activation fold above about 2
CYP2C19 inhib: inhibitors of human CYP2C19 | P33261 | CYP2C19 Supersomes, luciferin-H EGE luminescence, 30 min | inhibition, % at 5 µM | 21% of 96,000 active | AID 778;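 active = CYP2C19 inhibition above a set limit at 5 µM in the primary screen, cut at about 50% in these data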;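 also: plate controls were negative control wells for no effect and 2.5 mM tranylcypromine positive control for full effect; values of inactives mirror those of a sister screen read the other way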
PLK1 PBD inh: inhibitors of human Plk1 polo box domain binding; Plk1 PBD phosphopeptide binding, fluorescence polarization; inhibition, %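 (tested at about 20 µM)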; P53350; AID 693; 0.13% of 97,000 active; in the data active = inhibition above about 34%, passing the limit was not always enough
EphB4 ephrin blk: EphB4-ephrin-B2 interaction antagonism; P54760; EphB4 LBD / TNYL-RAW-Alexa532 peptide, fluorescence polarization; inhibition, % at 7 µM; 0.15% of 97,000 active; AID 720;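 active = inhibition above the screen-wide mean inhibition plus 3 SD, cut at about 15% in these data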;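 also: 0% = DMSO wells and 100% = excess unlabeled TNYL-RAW peptide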
Target sequence (P54760 whole entry, looked up, the tested form may be a part): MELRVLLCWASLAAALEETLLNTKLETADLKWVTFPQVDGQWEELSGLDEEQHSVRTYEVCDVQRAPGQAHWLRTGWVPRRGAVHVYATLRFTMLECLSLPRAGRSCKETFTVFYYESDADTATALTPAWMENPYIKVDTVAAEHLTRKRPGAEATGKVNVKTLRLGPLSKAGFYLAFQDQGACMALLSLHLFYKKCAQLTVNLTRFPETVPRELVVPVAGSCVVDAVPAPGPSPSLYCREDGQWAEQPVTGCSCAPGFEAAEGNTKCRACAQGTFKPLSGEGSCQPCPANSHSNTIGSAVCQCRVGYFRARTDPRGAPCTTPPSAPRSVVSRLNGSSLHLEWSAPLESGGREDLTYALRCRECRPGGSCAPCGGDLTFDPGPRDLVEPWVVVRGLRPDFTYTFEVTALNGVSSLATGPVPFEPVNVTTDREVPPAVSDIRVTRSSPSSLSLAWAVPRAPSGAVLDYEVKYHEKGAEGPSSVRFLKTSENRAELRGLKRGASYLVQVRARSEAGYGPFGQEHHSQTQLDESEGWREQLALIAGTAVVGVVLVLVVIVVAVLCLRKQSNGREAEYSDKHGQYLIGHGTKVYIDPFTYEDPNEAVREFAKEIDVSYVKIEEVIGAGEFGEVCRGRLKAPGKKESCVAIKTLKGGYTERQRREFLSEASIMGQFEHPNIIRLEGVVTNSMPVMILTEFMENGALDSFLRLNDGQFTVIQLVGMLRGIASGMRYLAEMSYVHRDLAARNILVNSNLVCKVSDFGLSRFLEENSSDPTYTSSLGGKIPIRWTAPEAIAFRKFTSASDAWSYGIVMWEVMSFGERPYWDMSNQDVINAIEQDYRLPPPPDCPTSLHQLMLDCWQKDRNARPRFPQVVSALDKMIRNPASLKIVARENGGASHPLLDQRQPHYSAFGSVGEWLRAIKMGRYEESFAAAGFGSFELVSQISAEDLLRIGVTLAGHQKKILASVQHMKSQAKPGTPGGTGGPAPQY
PLK1 kinase inh: inhibitors of human PLK1 kinase; P53350; recombinant PLK1 kinase, TR-FRET peptide phosphorylation; inhibition, % at 10 µM; 0.53% of 97,000 active;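 active = inhibition of 50% or more in the single-concentration screen; inactive = inhibition below 50%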;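 also: 0% = DMSO max control and 100% = H-89 dihydrochloride min control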
CYP2C9 activ: activators of human CYP2C9; P11712; AID 1024; 1.4% of 96,000 active; recombinant CYP2C9, luciferin-H conversion, luminescence; stronger effect = higher value; factor 1 = untreated enzyme, 0 = blocked; activation factor at 5 µM;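 active = activation factor of 2 or more for CYP2C9 at a 5 µM dose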;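 also: 0 = sulfaphenazole-blocked wells and 1 = vehicle-only wells; values of inactives mirror those of a sister screen read the other way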
HIV Rev-RRE inh: disrupts HIV-1 Rev binding to RRE RNA; AID 704; P05866; 0.79% of 97,000 active; inhibition, % at 8 µM; Rev peptide-RRE RNA binding, FRET;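 active = inhibition above the screen-wide mean plus 3 SD, cut at about 35% in these data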;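 also: 0% = median DMSO wells and 100% = median Neomycin B control wells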
Target sequence (P05866 whole entry, looked up): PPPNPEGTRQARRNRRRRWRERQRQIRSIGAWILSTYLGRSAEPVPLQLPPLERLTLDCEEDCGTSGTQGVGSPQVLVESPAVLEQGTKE
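assay system = Cy5-tagged RRE RNA duplex with fluorescein-tagged Rev peptide | incubation = 5 + 15 min at 25 °C | also added = labelled Rev peptide | measure = % inhibition of FRET ratio versus controls | benchmarks = DMSO wells as 0% and neomycin B wells as 100% inhibition | measured by = FRET fluorescence readout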
CYP2C9 inh: blocks human cytochrome P450 2C9 | P11712 | CYP2C9 Supersomes, luciferin-H conversion, luminescence | inhibition, % at 5 µM | 20% of 96,000 active | AID 777;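 active = blocking of liver enzyme CYP2C9 beyond about 50% at 5 µM, limit read from the data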; also: values of inactives mirror those of a sister screen read the other way
* marks the source's active call; other numbers are inactive results; . = no result given. Rows are unselected (roughly 29% active in at least one column).

SMILES	CYP2C19 act	PLAP activator	CYP2C19 inhib	PLK1 PBD inh	EphB4 ephrin blk	PLK1 kinase inh	CYP2C9 activ	HIV Rev-RRE inh	CYP2C9 inh
CC(=O)Nc1ccc(C2NC(=O)c3ccccc3O2)cc1 (stereo unspecified)	0.8	0.9	16	2	2	-4	0.6	9	45
Cc1cc(CCC(=O)O)c(C)cc1CCC(=O)O	0.9	1	6	-31	2	-9	1	3	0
COc1ccc(S(=O)(=O)NC(CC(=O)N2CCc3ccccc32)c2ccco2)cc1 (stereo unspecified)	0.6	1	41	-10	6	-5	0.5	6	50
CCOn1c(-n2nc(C)cc2C)nc2ccccc2c1=O	0.4	1	63*	-4	1	-6	0.9	9	6
Cc1c(C(=O)NCc2ccco2)sc2nc(-c3ccccc3)cn12	0.7	1.2	29	.	.	.	0.6	.	40
Cc1nc(C)c(-c2csc(NCc3ccccc3)n2)s1	0.2	1.9	83*	6	-4	-9	0.8	2	17
COC(=O)COc1ccccc1C(N)=O	1	1.1	4	27	-3	-6	0.9	6	8
Cc1cccc(S(=O)(=O)CC(=O)Nc2nc(-c3ccccc3)cs2)c1	0.6	1.1	35	5	-2	-2	0.1	10	91*
O=C(CCCn1c(=S)[nH]c2cc3c(cc2c1=O)OCO3)N1CCN(C2CCCCC2)CC1	0.9	1.5	9	0	-9	-5	0.5	0	50*
Cc1ccc(NC2=NCC(=O)N2C2CCCC2)c(C)c1	.	.	.	-9	0	-10	.	2	.
O=C(CSc1nnc(SCC(=O)NCc2ccc3c(c2)OCO3)s1)NCc1ccc2c(c1)OCO2	1	0.8	-1	6	8	-9	1	8	3
O=c1cc(C(F)(F)C(F)F)oc2ccccc12	1.2	0.9	-19	-16	3	-3	0.9	4	11
CN(C(=O)c1ccc2c(c1)C(=O)N(CCC1=CCCCC1)C2=O)C1CCCCC1	0.6	1.6	39	14	1	-14	0.7	6	30
COc1ccc(NC(=O)c2cnc(C)cn2)c2ncccc12	0.9	1.5	12	10	6	0	1	11	2
CC(=O)c1c(C)nc2ccccc2c1N	1.1	0.9	-14	2	7	-8	1.1	3	-13
CCOC(=O)Cc1csc(NC(=O)c2c(O)c3ccccc3n(CC(C)C)c2=O)n1	1.2	1.6	-23	2	4	-10	1.2	5	-21
COc1ccc(NC2CC(=O)N(CCc3ccccc3)C2=O)cc1 (stereo unspecified)	.	.	.	3	1	-2	.	-2	.
Cn1cc(Br)cc2nc(C(F)(F)F)nc1-2	1.1	0.9	-9	31	1	-11	1.1	4	-10
COc1ccccc1CN(CC(=O)NCc1ccco1)C(=O)CNS(=O)(=O)c1ccc(C)cc1	0.8	1.2	22	-23	1	-13	0.7	7	28
O=C(Nc1ccccc1N1CCN(c2ccccc2)CC1)C1CCCCC1	1	1	-1	.	.	.	0.7	.	26
CCOC(=O)c1c(C)n(OCc2ccccc2)c2ccc3nonc3c12	1	1	-3	-19	1	-7	0.4	21	60*
CCN(CC)CCCN(C(=O)c1cccs1)c1nc(-c2ccc(OC)cc2)cs1	0.6	1.7	37	-12	3	-7	0.8	9	24
CSc1ccc(Cl)c(C(=O)NCCOc2cc(C)ccc2C(C)C)c1	0.8	1	19	-20	-7	5	1.1	7	-10
CCn1c(SCC(=O)Nc2nc3ccc(C)cc3s2)nc2c(c1=O)SC(C)C2 (stereo unspecified)	0.3	1.2	69*	-9	0	-11	0.2	-2	77*
Cn1c(=O)c2c(nc(CN3CCN(C(=O)c4ccco4)CC3)n2CCCc2ccccc2)n(C)c1=O	0.5	1.4	50	-1	3	-20	0.1	7	85*
Cc1ccccc1-c1nc(CN2CCCC(C(=O)NCCCN3CCOCC3)C2)c(C)o1 (stereo unspecified)	1	1.3	-1	-8	-6	-8	0.7	-1	33
Cn1c(SCC(N)=O)nnc1C1CCN(S(=O)(=O)c2ccccc2C(F)(F)F)CC1	1	1.3	-5	-5	2	-11	2*	1	-103
COc1cc(/C=N/NC(=O)C(C)n2nnc3ccccc32)ccc1O (stereo unspecified)	0.6	1.6	36	11	-6	-21	0.6	-3	36
CCn1c(CNc2ccc(C)cc2)nnc1SCC(N)=O	.	.	.	5	8	-12	.	6	.
CCOC(=O)N1CCC(NC(=O)CN2C(=O)COc3ccc(C(C)(C)C)cc32)CC1	0.9	1.5	11	2	-6	-2	0.9	-2	10
COCCNC(=S)N/N=C(\C)c1ccc(-n2ccnc2)cc1	0	1.2	99*	-8	5	-6	0	7	100*
Cn1c(SCc2nc3ccccc3n2CCO)nc2ccccc21	0.6	1.1	45	13	-13	-6	0.9	1	9
CC(=O)N1CCc2cc(S(=O)(=O)CCC(=O)N3CCN(C(=O)c4ccco4)CC3)ccc21	.	.	.	8	8	0	.	4	.
COC(=O)c1ccc(C2/C(=C(\O)c3ccc(OC)c(C)c3)C(=O)C(=O)N2c2cc(C)on2)cc1 (stereo unspecified)	1	1.1	5	.	.	.	0.8	.	20
COc1ccc2c(c1)c1ncn(CCCN3CCOCC3)c(=O)c1n2C	0.7	1.6	27	-13	-2	-12	0.9	7	11
CCOc1ccc(NC(=O)CC2NCCNC2=O)cc1 (stereo unspecified)	1	0.9	1	31	3	-7	1.1	4	-7
CCN(CC)CCn1c2ccccc2c2nc(C)sc21	0.6	1.6	42	4	5	-1	1	5	0
COC(=O)C(NNc1ccccc1)(NC(=O)c1ccc(F)cc1)C(F)(F)F (stereo unspecified)	0.6	0.9	40	-12	-1	-8	0.7	5	31
FC(F)(F)c1cccc(N2CCN(CC3CC=CCC3)CC2)c1 (stereo unspecified)	0.2	0.7	80*	-16	0	-4	1.1	12	-12
COC(=O)c1ccccc1NC(=O)NC1CCN(Cc2ccccc2)CC1	1	1.3	-4	-26	-8	-13	1.1	-1	-5
CCOC(=O)c1cccc(NC(=O)c2cccs2)c1	0.5	0.7	49	8	-2	-8	0.4	3	63*
CCCCNC1CCS(=O)(=O)C1 (stereo unspecified)	1.1	1	-11	7	-6	-3	1.1	2	-5
COc1ccc(C(=O)Nc2ccc(Cl)cc2C(=O)N2CCCC(C)C2)cc1 (stereo unspecified)	0.7	1	33	9	4	-17	0.8	13	23
COc1ccc(CCNc2oc(COc3ccc(Br)cc3)nc2C#N)cc1OC	0.7	1.6	34	-10	-7	-10	0.5	8	51*
COC(=O)c1ccc2c(=O)n(CCCCCC(=O)N3CCN(c4ccccc4)CC3)c(=O)[nH]c2c1	0.5	0.9	53*	-16	-4	-8	0.4	-3	56*
Cc1ccc(N/N=C2/CCCNC2=O)cc1	1	0.9	-2	13	-1	-7	1	8	0
N#CC1=C(N)NC(SCC(=O)Nc2ccccc2)=C(C#N)C12CCCC2	0	0.9	99*	-18	-7	6	0.1	-2	95*
COc1ccc(CC(=O)n2nc(-c3cccnc3)nc2N)cc1	0.8	1.1	23	-1	0	3	0.9	2	9
COC(=O)C1=C(C)NC2=C(C(=O)CC(C)(C)C2)C1c1cccc(C)n1 (stereo unspecified)	1.1	1.1	-6	-16	3	3	1.1	-1	-15
COc1cc(-c2nn3c(-c4ccco4)nnc3s2)cc(OC)c1OC	1	0.9	1	.	.	.	0.7	.	28
N#CC1=C2SCN(c3ccccc3)CN2C(=O)CC1c1cccs1 (stereo unspecified)	0.5	1.3	50*	-9	3	-9	0.2	2	83*
CCOC(=O)c1cc(-c2nnc(-c3cc(OC)c(OC)c(OC)c3)o2)c(C)nc1C	.	.	.	-3	-1	-11	.	8	.
O=C(O)c1ccc(COc2ccc(/C=N/NC(=O)c3cccs3)cc2)cc1	1	1.1	-2	-24	-6	-5	0.9	0	8
Cc1cc(C)c2c(N)c(-c3nc4ccccc4[nH]3)sc2n1	0.5	1	52*	8	5	-6	0.4	4	57*
Cc1ccc(N2C(=O)CC(Sc3ncn[nH]3)C2=O)cc1 (stereo unspecified)	0.9	1	5	12	1	3	1	3	-2
O=C(NCc1ccncc1)c1cccc(F)c1	0.8	1	18	.	.	.	0.8	.	18
CC(C)CC(=O)N1CCC(O)(CS(=O)(=O)Cc2ccc(Cl)cc2)CC1	1	1.1	2	1	0	-6	1.1	5	-8
Fc1ccccc1N1CCN(C(c2cccs2)c2nnnn2CCc2ccccc2)CC1 (stereo unspecified)	0.3	1.2	70*	21	-1	-8	0.4	8	57*
O=C(NNC(=O)c1cccnc1)Nc1ccc(Cl)c(Cl)c1	0.6	1.8	38	15	1	10	0.9	1	8
CC1CCCC2(C1)NC(=S)c1c(sc3c1CCCC3)N2 (stereo unspecified)	0.8	1.3	20	-19	-1	-1	0.9	-1	5

Quoted at random: 4 entries already listed.
SMILES	CYP2C19 act	PLAP activator	CYP2C19 inhib	PLK1 PBD inh	EphB4 ephrin blk	PLK1 kinase inh	CYP2C9 activ	HIV Rev-RRE inh	CYP2C9 inh
CC1CCCC2(C1)NC(=S)c1c(sc3c1CCCC3)N2 (stereo unspecified)	0.8	1.3	20	-19	-1	-1	0.9	-1	5
N#CC1=C2SCN(c3ccccc3)CN2C(=O)CC1c1cccs1 (stereo unspecified)	0.5	1.3	50*	-9	3	-9	0.2	2	83*
CCOC(=O)c1cc(-c2nnc(-c3cc(OC)c(OC)c(OC)c3)o2)c(C)nc1C	.	.	.	-3	-1	-11	.	8	.
O=C(O)c1ccc(COc2ccc(/C=N/NC(=O)c3cccs3)cc2)cc1	1	1.1	-2	-24	-6	-5	0.9	0	8

Remaining list, next part:
SMILES	CYP2C19 act	PLAP activator	CYP2C19 inhib	PLK1 PBD inh	EphB4 ephrin blk	PLK1 kinase inh	CYP2C9 activ	HIV Rev-RRE inh	CYP2C9 inh
COc1ccc(NC(=O)C2CCCN(S(=O)(=O)c3c(C)n[nH]c3C)C2)c(OC)c1 (stereo unspecified)	0.5	1.5	52*	9	0	-9	0.7	4	30
CCCCNS(=O)(=O)c1ccc(S(=O)(=O)NCc2ccncc2)cc1	.	.	.	14	2	-11	.	5	.
CN1C(=O)C2CN(CCc3ccccc3)CNC2N(C)C1=O (stereo unspecified)	0.9	0.9	14	.	.	.	1.1	.	-10
CCC12CN3CC(CC)(CN(C1)C3c1ccccc1Cl)C2O (stereo unspecified)	1	0.9	5	17	2	-4	1.3	4	-32
Cn1c(=O)c2c(nc(NC3CCCCC3)n2CC(=O)C23CC4CC(CC(C4)C2)C3)n(C)c1=O	.	.	.	9	-1	-13	.	3	.
CCC(C)(C)NC(=O)C(c1ccccc1)N(Cc1cccnc1)C(=O)c1csnn1 (stereo unspecified)	.	.	.	-1	2	0	.	-5	.
COc1cc2c3nnc(-c4ccc(F)cc4)c-3cn(Cc3ccc(C)cc3)c2cc1OC	1.1	1.1	-9	-16	0	-10	0.7	10	30
c1ccc(-c2ccccc2-c2nc(-c3cccnc3)no2)cc1	0.3	0.9	73*	2	-1	-6	0	13	96*
Cc1cc(NS(=O)(=O)c2ccc(NC(=O)C(C)N3C(=O)c4ccccc4C3=O)cc2)nc(C)n1 (stereo unspecified)	1.1	0.9	-10	2	2	-10	1.1	6	-6
Cc1nnc2n(Cc3ccccc3)c(=O)c3c4c(sc3n12)COC(C(C)C)C4 (stereo unspecified)	1	1.2	5	-30	-6	-8	0.7	-3	34
CN1C(=O)c2cccc3c(S(=O)(=O)Nc4ccccn4)ccc1c23	.	.	.	0	2	-1	.	8	.
O=C(CN1CCCC1=O)NC1(C(F)(F)F)NC(=O)N(Cc2ccccc2)C1=O (stereo unspecified)	1.2	1.1	-17	-4	-1	-7	1	9	-4
COc1ccccc1N(CC(=O)NC1CCCCC1)C(=O)c1csnn1	.	.	.	-8	-7	-11	.	0	.
O=c1[nH]c(N2CCc3ccccc3C2)nc2c1CCCC2	.	.	.	-18	-7	-3	.	1	.
